Source: PubChem
V-ATPase pH: alters yeast V-ATPase proton transport | AID 504577 | S. cerevisiae, pHLuorin cytosolic pH fluorescence | 350,000 tested, 0.37% active | response, % at 10 µM; in the data active means response mostly above about 7.3%, no sharp cut-off; inactive means mostly below about 5.4%; further: actives read high; inactives centre near 0; some compounds called inactive have numbers as strong as hits; reference of the scale not given here
CDK5 p35 inh: blocks human CDK5/p35 kinase activity; Q00535+Q15078; Recombinant CDK5/p35, ADP-Glo luminescence, 60 min; inhibition, % at 10 µM; 330,000 tested, 0.01% active; AID 488839;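 active means highest replicate inhibition of at least 50% and at least 75% of replicates reaching 50%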;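 further: plate controls were DMSO neutral control for no effect and GW8510 at 10 µM for full effect; many of its hits are not listed in these tables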
HTR5A ag ctr: counter-screen for OPRM1-OPRD1 agonists: human HTR5A agonism; P47898; HTR5A agonist assay, luminescence, cell-based; activation, % at 9.3 µM; 340,000 tested, 0.61% active; AID 504692; in the data active means activation mostly above about 9.5%, no sharp cut-off; inactive means mostly below about 7.6%;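 further: 0% = cells with vehicle only and 100% = reference agonist; strong numbers were not always called active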
Wnt act: Wnt/beta-catenin pathway activation; activation, % at 9.35 µM; 300,000 tested, 1.2% active; Wnt/beta-catenin reporter cell assay, activator, plate reader; in the data active means activation above about 30%, passing the limit was not always enough;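 further: 0% = neutral control wells and 100% = positive control wells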
HTR5A inv ctr: counter-screen for OPRM1-OPRD1 inverse agonists: human HTR5A inverse agonism; AID 504634; inhibition, % at 9.3 µM; P47898; 340,000 tested, 0.083% active; HTR5A cell line, luminescence; in the data active means inhibition mostly above about 23%, no sharp cut-off; inactive means mostly below about 18%;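 further: 0% = cells with DMSO and 100% = no-cell wells with DMSO; some compounds called inactive have numbers as strong as hits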
NSD2 inh: NSD2 (human) methyltransferase inhibition | NSD2 peptide methylation, AlphaScreen, 120 min | inhibition, % at 12.5 µM | 310,000 tested, 0.54% active | AID 743445; in the data active means inhibition above about 50%
Target sequence (O96028 whole entry, looked up): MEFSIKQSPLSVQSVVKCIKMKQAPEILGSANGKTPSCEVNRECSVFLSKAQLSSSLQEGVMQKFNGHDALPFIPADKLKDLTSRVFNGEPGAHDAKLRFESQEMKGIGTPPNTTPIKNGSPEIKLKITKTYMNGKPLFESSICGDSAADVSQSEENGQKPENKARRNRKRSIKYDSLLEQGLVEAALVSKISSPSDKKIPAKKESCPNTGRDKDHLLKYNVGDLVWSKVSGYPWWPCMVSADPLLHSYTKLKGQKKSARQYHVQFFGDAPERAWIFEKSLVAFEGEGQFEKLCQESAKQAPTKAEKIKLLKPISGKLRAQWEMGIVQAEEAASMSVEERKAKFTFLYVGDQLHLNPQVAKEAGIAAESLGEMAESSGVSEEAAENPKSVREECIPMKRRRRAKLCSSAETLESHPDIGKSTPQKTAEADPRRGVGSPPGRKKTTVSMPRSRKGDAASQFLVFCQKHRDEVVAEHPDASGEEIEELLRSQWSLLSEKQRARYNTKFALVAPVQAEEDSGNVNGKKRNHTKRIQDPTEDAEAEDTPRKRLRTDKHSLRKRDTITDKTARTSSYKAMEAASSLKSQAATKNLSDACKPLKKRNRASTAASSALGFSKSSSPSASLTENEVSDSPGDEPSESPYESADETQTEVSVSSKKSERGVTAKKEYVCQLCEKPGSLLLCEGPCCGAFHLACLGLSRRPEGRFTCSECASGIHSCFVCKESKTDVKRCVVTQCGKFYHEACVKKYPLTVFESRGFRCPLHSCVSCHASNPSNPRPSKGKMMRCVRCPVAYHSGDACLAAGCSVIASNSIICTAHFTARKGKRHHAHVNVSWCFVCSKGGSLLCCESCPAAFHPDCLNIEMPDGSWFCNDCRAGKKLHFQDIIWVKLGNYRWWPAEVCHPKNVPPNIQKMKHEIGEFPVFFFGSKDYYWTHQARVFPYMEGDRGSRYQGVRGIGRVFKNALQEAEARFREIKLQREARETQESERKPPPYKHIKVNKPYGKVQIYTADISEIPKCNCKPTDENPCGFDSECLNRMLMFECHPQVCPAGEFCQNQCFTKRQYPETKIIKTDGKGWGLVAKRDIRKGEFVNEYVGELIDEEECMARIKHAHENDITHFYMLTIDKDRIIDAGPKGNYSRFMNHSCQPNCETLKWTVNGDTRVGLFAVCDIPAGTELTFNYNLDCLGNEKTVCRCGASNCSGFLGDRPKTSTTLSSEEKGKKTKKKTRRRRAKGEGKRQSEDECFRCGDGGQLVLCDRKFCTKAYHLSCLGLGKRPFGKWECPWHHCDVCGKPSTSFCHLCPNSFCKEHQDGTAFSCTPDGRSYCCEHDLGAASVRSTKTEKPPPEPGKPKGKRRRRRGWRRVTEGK
SR-BI DiI inh: mouse SR-BI HDL lipid transfer inhibition; inhibition, % at 12.5 µM; AID 488896; 320,000 tested, 0.96% active; ldlA[mSR-BI] CHO cells, DiI-HDL uptake fluorescence, 3 h;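 active means mean replicate inhibition of at least 70% and a set share of replicates each scoring 70 or more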;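 further: 0% = median of neutral control wells and 100% = median of positive control wells; values of inactives mirror those of a sister screen read the other way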
dFosB activator: mouse delta FosB homodimer activation; P13346; purified delta FosB, TAMRA-CDK5 oligo fluorescence polarization; percent of positive-control signal above neutral wells; activation, % at 25 µM; 340,000 tested, 0.99% active;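 active means mean activation above about 17%, with every replicate also reaching it, limit read from the data, passing the limit was not always enough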;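 further: fluorescence polarization rise as delta FosB binds a TAMRA Cdk5 AP-1 oligo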
PvdQ acylase: P. aeruginosa PvdQ acylase inhibition; purified PvdQ acylase, fluorescence plate reader; AID 488965; inhibition, % at 10 µM; 340,000 tested, 0.063% active; in the data active means inhibition above about 30%, passing the limit was not always enough;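 further: 0% = vehicle neutral wells and 100% = reference inhibitor wells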
MITF TRPM1 HTS: MITF TRPM1 promoter activation in melanoma cells; SK-MEL-5 TRPM1-promoter luciferase, 24 h; % of positive control, neutral wells = 0; activation, % at 12.5 µM; 300,000 tested, 0.75% active; AID 588334;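 active means mean activation of at least 80% with every replicate also reaching 80%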;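 further: 0% = neutral control wells and 100% = parthenolide positive control wells; values of inactives mirror those of a sister screen read the other way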
* hit, by the source's call; / = no result given.

Preview, 9 compounds:
SMILES	V-ATPase pH	CDK5 p35 inh	HTR5A ag ctr	Wnt act	HTR5A inv ctr	NSD2 inh	SR-BI DiI inh	dFosB activator	PvdQ acylase	MITF TRPM1 HTS
COc1ccc(-c2cc(-c3ccc(Cl)cc3)c(C#N)c(SCC(=O)O)n2)cc1	0	-1.0	4	-2	-14	0	19	-31	-6	/
O=C(Nc1ccccn1)C1CCN(S(=O)(=O)c2ccc3c(c2)OCCO3)CC1	4	0.8	3	18	-10	34	-19	-14	-12	49
COc1ccccc1NC(=O)N(Cc1ccco1)Cc1cc2c(C)ccc(C)c2[nH]c1=O	-7	0.2	1	/	-4	1	-19	-5	-9	2
Cc1ccc(NC(=O)CCC(=O)NNC(=O)c2ccccc2Cl)c(C)c1	13*	-0.6	1	-1	-3	0	-34	9	-4	1
Cc1cc(NC(=O)c2cccc(S(=O)(=O)N3CCCCCC3)c2)n(-c2ccccn2)n1	-3	0.1	1	/	-9	1	82*	2	16	-8
Cc1ccc(C(=O)Cn2cnc3ccccc3c2=O)cc1	4	-3.2	2	27	0	2	-21	-9	-9	89*
O=C(NNc1nc2cc3c(cc2s1)OCCO3)c1ccccc1	-5	1.0	4	0	10	2	7	-7	-7	58
O=C(NC1CCSc2ccccc21)c1cccc(OC(F)F)c1 (stereo not given)	2	0.6	6	-4	-18	-1	/	-9	-11	4
Cn1c2ccccc2c(=O)c2ccc(-c3ccc4c(c3)OCO4)cc21	-1	2.5	2	41*	-19	/	-6	-1	-3	84*

The listing, from the start:
SMILES	V-ATPase pH	CDK5 p35 inh	HTR5A ag ctr	Wnt act	HTR5A inv ctr	NSD2 inh	SR-BI DiI inh	dFosB activator	PvdQ acylase	MITF TRPM1 HTS
COc1ccc(-c2cc(-c3ccc(Cl)cc3)c(C#N)c(SCC(=O)O)n2)cc1	0	-1.0	4	-2	-14	0	19	-31	-6	/
O=C(Nc1ccccn1)C1CCN(S(=O)(=O)c2ccc3c(c2)OCCO3)CC1	4	0.8	3	18	-10	34	-19	-14	-12	49
COc1ccccc1NC(=O)N(Cc1ccco1)Cc1cc2c(C)ccc(C)c2[nH]c1=O	-7	0.2	1	/	-4	1	-19	-5	-9	2
Cc1ccc(NC(=O)CCC(=O)NNC(=O)c2ccccc2Cl)c(C)c1	13*	-0.6	1	-1	-3	0	-34	9	-4	1
Cc1cc(NC(=O)c2cccc(S(=O)(=O)N3CCCCCC3)c2)n(-c2ccccn2)n1	-3	0.1	1	/	-9	1	82*	2	16	-8
Cc1ccc(C(=O)Cn2cnc3ccccc3c2=O)cc1	4	-3.2	2	27	0	2	-21	-9	-9	89*
O=C(NNc1nc2cc3c(cc2s1)OCCO3)c1ccccc1	-5	1.0	4	0	10	2	7	-7	-7	58
O=C(NC1CCSc2ccccc21)c1cccc(OC(F)F)c1 (stereo not given)	2	0.6	6	-4	-18	-1	/	-9	-11	4
Cn1c2ccccc2c(=O)c2ccc(-c3ccc4c(c3)OCO4)cc21	-1	2.5	2	41*	-19	/	-6	-1	-3	84*
Cc1ccc(C2C(/C=C3/SC(=S)NC3=O)=C(c3cccs3)Oc3ccccc32)cc1 (stereo not given)	-5	-0.8	3	1	9	4	53	-6	7	-1
C=C(C)C(=O)Nc1cccc(C2=NOC3(C2)C[C@@H](C(N)=O)N(C(=O)c2cc([N+](=O)[O-])cc([N+](=O)[O-])c2)C3)c1 (stereo not given in full)	-1	2.1	0	-5	-19	/	-1	-7	-8	4
COc1cccc(-n2c(=O)[nH]cc(C(=O)Nc3ccc(NC(C)=O)cc3)c2=O)c1	-5	0.6	4	1	-11	/	-9	-8	-12	-8
COc1ccc(NS(=O)(=O)c2coc(C(N)=O)c2)cc1Cl	2	1.2	-5	0	13	/	-7	-8	-12	/
Cc1cccc(-c2oc3ccc(-c4ccc5c(c4)OCO5)cc3c2C(=O)OCc2ccc(O)cc2)c1	-2	5.4	6	-7	-16	/	69	5	11	1
CCOc1cc(/C=N/NC(=O)CSc2nnc(C)s2)ccc1OCc1ccccc1Cl	-1	-4.6	-4	52*	9	-1	62	1	-21	-3
CCCn1c(C(O)c2ccc(OC)cc2)nc2ccccc21 (stereo not given)	-2	1.2	2	/	10	7	7	-7	1	1
CCOC(=O)/C(C#N)=C/c1ccc(-c2ccsc2C(=O)OC)o1	-3	0.1	-1	-3	-22	-1	5	1	-9	/
CNC[C@H]1Oc2c(NS(=O)(=O)c3ccc(OC)cc3)cccc2C(=O)N([C@H](C)CO)C[C@@H]1C	1	-2.7	-6	2	20	/	-11	3	-10	13
Cc1cc(N2CCN(C)CC2)nc2ccc(NC(=O)c3ccccc3F)cc12	0	1.6	3	1	-7	-1	17	-7	-9	51
COCCNC(=O)C(c1cccs1)N(C(=O)Cn1nnc2ccccc21)c1ccc(OC)cc1 (stereo not given)	-7	0.3	-3	2	0	0	-19	-11	3	9
CC(Sc1ccccc1)C(=O)NNC(=O)c1csc(N2CCOCC2)n1 (stereo not given)	0	1.9	3	1	-8	-2	-12	0	-14	-5
O=C(Nc1ccc2c(c1)OCO2)O[C@@H]1C[C@H]2CCCC(=O)N3CC[C@@H](C1)[C@@H]23	2	0.0	16	1	-43	/	17	-3	-1	7
COc1ccccc1N1CCN(CC(O)COc2ccc3c(C)cc(=O)oc3c2)CC1 (stereo not given)	1	1.6	4	-3	-3	-3	6	-4	-14	1
C=CC[C@H](CC(=O)N(CCO)Cc1ccccc1)C(=O)NCCOC(=O)[C@H](CC=C)CC(=O)OC(C)(C)C	-2	-3.9	3	-3	-11	/	5	-6	-8	0
CCCc1cc(N2CCN(C(=O)c3ccco3)CC2)n2c(nc3ccccc32)c1C#N	1	-0.3	-3	5	-16	-15	44	-7	-10	-5

Next section:
SMILES	V-ATPase pH	CDK5 p35 inh	HTR5A ag ctr	Wnt act	HTR5A inv ctr	NSD2 inh	SR-BI DiI inh	dFosB activator	PvdQ acylase	MITF TRPM1 HTS
O=C(Nc1cccc(S(=O)(=O)C(F)F)c1)c1ccc(S(=O)(=O)N2CCCCC2)cc1	4	-0.7	0	-20	0	-2	59	-4	4	-12
Cc1cccc(N)c1SC1CCCCC1O (stereo not given)	1	-0.3	-2	-1	12	-2	-36	-3	-5	-7
Cc1cc(Cl)ccc1OCCCC(=O)N/N=C/c1cccc([N+](=O)[O-])c1	2	-1.5	5	1	-9	-1	-24	7	-9	10
COc1ccc(CCNC(=O)COC(=O)c2cc(S(=O)(=O)N3CCCC3)ccc2O)cc1	-1	0.4	1	-3	-2	0	-13	-5	-3	7
CC(C)c1nc2oc3c(NCc4cccnc4)ncnc3c2c2c1CCC2	2	-0.6	6	-2	5	-3	-5	-17	6	-23
CCc1nnc2n1N=C(c1cccc([N+](=O)[O-])c1)CS2	-3	-0.1	-1	-1	2	/	-1	3	4	-8
CCOC(=O)Cc1csc(NC(=O)CSc2nnc(-c3ccc(C)cc3)o2)n1	5	-2.0	2	/	-5	1	7	-3	-2	-1
COc1cc(/C=C/C(=O)OCC(=O)NCc2ccco2)ccc1O	2	-0.4	-1	-2	2	2	-2	3	0	-16
COc1ccc(/C=N/NC(=O)NC23CC4CC(CC(C4)C2)C3)c(OC)c1	-5	-0.4	-1	-2	3	0	35	-4	4	-4
CC(Sc1ccc(Cl)cc1)C(=O)Nc1ccc(S(=O)(=O)N2CCOCC2)cc1 (stereo not given)	1	-0.3	0	/	-29	13	12	-3	2	-1
O=S(=O)(c1ccccc1)c1nc(-c2ccco2)oc1NCc1ccccc1	4	0.3	1	/	-24	1	-1	-2	-10	1
O=C(CNC(=O)c1ccc(Br)o1)NNC(=O)c1ccc(Br)cc1	10	-2.4	-1	-4	5	-2	-13	5	-17	5
COc1cc(/C=C2/NC(=O)N(CC(=O)Nc3ccc(C)cc3)C2=O)ccc1Oc1ccc([N+](=O)[O-])cn1	3	-0.8	0	-2	-28	0	4	18*	0	-2
CCN1C[C@@H]2[C@@H]3C(=O)N(Cc4ccccc4)C(=O)[C@@H]3[C@](Cc3ccccc3)(C1=O)N2C(=O)c1ccc(C(C)(C)C)cc1	-3	-0.4	-1	-13	3	/	-18	0	-5	-14
CCCCn1nc2cc(C(=O)NCC34CC5CC(CC(C5)C3)C4)ccc2c1OC	1	1.0	3	-2	-2	/	27	-11	-15	-13
COc1ccc(CNC(=O)CN(Cc2ccccc2OC)C(=O)c2csnn2)cc1	3	-0.5	-2	-2	4	5	-12	-11	-12	1
Cc1ccc(CNC(=O)CN2C(=O)COc3ccc(C)cc32)cc1	1	-0.2	-5	0	7	1	-11	2	-10	/
Cc1ccc(S(=O)(=O)N2CCN(C(=O)N(C)C)CC2)cc1	2	0.5	4	4	11	-3	-14	0	-1	-10
Cn1cc(CN2CCN(Cc3ccc4c(c3)OCO4)CC2)c(-c2ccccc2F)n1	1	-0.2	-5	16	14	0	6	0	7	4
CCCc1cc(=O)oc2c3c(cc(OCC(=O)N[C@@H](C)C(=O)O)c12)OC(C)(C)CC3	1	-0.1	-1	-1	3	-3	-11	8	-4	4
COc1ccc(Cc2nnc(Nc3ccccc3)s2)cc1Br	0	2.1	7	0	-26	0	10	10	-14	0
CCCCN1C(=O)N(c2nnc(C(C)(C)C)s2)C(O)C1c1ccc(C)cc1 (stereo not given)	-1	0.0	-5	-1	-1	42	-6	-18	-6	10
C=CCNCc1cccn1-c1sc2c(c1C#N)CCCC2	-4	-0.6	-2	/	-37	14	-39	-9	1	-5
COc1ccc(-n2c(Cc3cccn3C)nnc2SCC(=O)Nc2ccccc2)cc1	2	1.4	-2	2	6	/	-13	-4	-3	9
COc1ccccc1NC(=O)C(=O)Nc1ccccn1	0	0.6	4	36*	-34	1	-21	-11	-13	47

More entries
SMILES	V-ATPase pH	CDK5 p35 inh	HTR5A ag ctr	Wnt act	HTR5A inv ctr	NSD2 inh	SR-BI DiI inh	dFosB activator	PvdQ acylase	MITF TRPM1 HTS
COc1cccc2c1cc1c(=O)n(CC(=O)N3CCC(C)CC3)nc(C)n12	-2	-1.1	-2	-4	9	0	-7	-7	-15	-7
O=C1CNC(=S)N1Cc1ccc(Cl)cc1	4	-0.2	-2	1	9	-5	-9	2	4	-8
O=C(Nc1nc(-c2cccs2)c(C(=O)C(F)(F)F)s1)c1ccccc1	-4	-1.2	12	-1	-35	/	/	8	-5	-2
Cc1cc(-n2cnc3c(=O)[nH]cnc32)ccc1N	0	0.2	2	-1	-8	5	-10	0	-8	-9
O=C(C1CCC1)N1CCN(Cc2ccccc2)CC1	1	-0.9	2	/	-8	5	24	9	-8	1
Cc1ccc(-c2csc(NC(=S)NC(=O)c3cccs3)n2)cc1	0	0.4	3	/	-10	1	17	-5	-6	-8
O=C(NNS(=O)(=O)c1ccc(C(F)(F)F)cc1)c1cnn(-c2ccccc2)c1C(F)(F)F	-2	-2.6	-3	0	6	-1	-9	-12	-12	/
CCOc1nc(NC(=O)NS(=O)(=O)c2ccccc2F)nc(-c2ccccc2)n1	-13	-2.7	2	2	-4	/	-16	1	-10	11
O=C(OCC1OC(n2cc(Br)c(=O)[nH]c2=O)C(Br)C1O)c1ccccc1 (stereo not given)	0	0.5	-7	14	24	-3	0	0	-13	6
